Abeta yeast res: A-beta toxicity reversal in yeast | yeast expressing A-beta42, growth rescue, OD600, 48 h; response scale: 0% DMSO, 100% iron-clioquinol control | Potency, µM (series often up to 46.1 µM), for the others: at the top dose growth rescue, most hits filed as activators | actives 0.063% (n = 410,000); note: nearly all actives have a fitted effect of over 55% in size
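Yeast growth medium received pinned compounds, then yeast cells expressing toxic A-beta were added; plates incubated at 30 C for 48 hr. Growth read as absorbance at 600 nm, normalized to DMSO and equimolar FeCl3 plus clioquinol controls.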
FUS suppressor: rescues growth of FUS-expressing yeast | S. cerevisiae FUS-expressing, growth rescue, OD600, 24 h | Potency, µM (top dose mostly 76.6 µM), for the others: at the highest dose growth rescue (activation), most hits filed as activators | actives 0.24% (n = 390,000) | AID 1347120;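 note: plate controls were DMSO vehicle for no effect and reference control for full effect; nearly all actives have a fitted effect of over 55% in size; some results filed as inactive show a strong effect at the top dose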
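Cultures pregrown in 2.5% raffinose medium are shifted to minimal medium containing 2% galactose to express toxic FUS. Compounds are tested at several concentrations. After 24hr at 30C, growth is quantified at 600 nm absorbance.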
Active calls of the source: *; ? = inconclusive. Calls come from the whole dose curve; as a rule, active = well fitted activation curve with a large enough effect; inconclusive = small, poorly fitted or top-dose-only effect; inactive = no such curve, though single readings can be large or run the other way. Potency is the fitted concentration of half-maximal effect. Some of the compounds tested; the hit share may differ from the screen's.

SMILES	Abeta yeast res	FUS suppressor
O=C(Cn1ccc2cc(S(=O)(=O)N3CCCCC3)ccc21)NCCc1ccccc1Cl	5%	36%
COc1cc(OC)c(NC(=O)Nc2ccccc2OCc2cc(=O)n3cc(C)ccc3n2)cc1Cl	-10%	-10%
Cc1nn(-c2ccccc2)c2c1N(CC(=O)N1CCN(c3cccc(Cl)c3)CC1)C(=O)CS2	3%	0%
COC(=O)c1ccccc1NS(=O)(=O)c1cc2c3c(c1)CC(=O)N3CCC2	-7%	-1%
Cc1ccc(-c2nn(CC(=O)NCc3ccccc3)c3c2cnc2ccc(F)cc23)cc1C	-7%	-20%
Cc1ccc(NC(=O)CCN2C(=O)c3ccccc3Sc3ncccc32)c(Cl)c1	0%	12%
CCOC(=O)c1sc2ccccc2c1S(=O)(=O)N1CCN(c2ccccc2F)CC1	1%	18%
Cc1ccc2c(CC(=O)N(Cc3ccc(Cl)cc3)Cc3ccco3)coc2c1	3%	29%
CCc1cccc(NC(=O)CN2CCCN(Cc3cccc(C)c3)S2(=O)=O)c1	0%	27%
CN(Cc1ccc(F)cc1)S(=O)(=O)c1nnc(NC(=O)c2ccccc2Cl)s1	-13%	14%
Cc1ccc(C2CC(=O)Nc3c2c(C)nn3-c2nc(C)cc(C)n2)c(C)c1 (centres undefined)	-1%	7%
COc1cccc(/C=C/c2onc(C)c2S(=O)(=O)N2CCC(C(=O)N3CCCCC3)CC2)c1	-33%	18%
COc1ccc(CCNC(=O)c2cc(=O)c3cc(C)c(C)cc3o2)cc1OC	-13%	6%
CCOC(=O)c1c(C)oc2nc(C)nc(NCc3ccccc3Cl)c12	-24%	-29%
COc1ccc(-n2c(SCCC(C)C)nc3sc4c(c3c2=O)CC(C(C)C)OC4)cc1 (centres undefined)	-15%	-3%
CCN(CC)c1ccc(NC(=O)c2sc3nc(-c4ccccc4)cn3c2C)cc1	-3%	39%
CC(=O)C1=C(c2ccc(Cl)c(Cl)c2)N(C(C)=O)n2c(C)nnc2S1	-35%	-6%
Cn1c(Oc2ccc(F)cc2)nc2c1c(=O)n(Cc1ccccc1Cl)c(=O)n2C	-14%	5%
COCCn1c(C)cc(O)c(C(c2ccccc2)N2CCN(c3ccccc3)CC2)c1=O (centres undefined)	-5%	-8%
CCc1cccc(Nc2ncnc3onc(-c4ccc(F)cc4)c23)c1	4%	16%
CCN(C(=O)c1sc2cc(OC)ccc2c1Cl)c1ccccc1	-30%	31%
Cc1ccc(CNC(=O)CN2C(=O)C3CCCCN3c3ccc(C(=O)N(C)C)cc32)cc1 (centres undefined)	-14%	4%
COc1ccc(CCNC(=O)C(CC(C)C)N2Cc3ccccc3C2=O)c(OC)c1OC (centres undefined)	-5%	15%
CCOc1ccc(NC(=O)N(Cc2c[nH]c3ccccc23)C2CCCCCC2)cc1	-10%	16%
COc1cccc(CNC(=O)c2cc3c(-c4ccccc4F)nn(C)c3s2)c1	-19%	?
COc1ccccc1NC(=O)c1cnc(SCC(=O)N2CCCc3ccccc32)n(C)c1=O	8%	1%
Cc1cccc(NC(=O)C(c2ccccc2)N2Cc3ccccc3C2=O)c1C (centres undefined)	15%	18%
CCCCN(C)C(=O)C1CCC(CNS(=O)(=O)c2ccc(Cl)cc2)CC1 (centres undefined)	-14%	13%
Cc1ccc(NC(=O)c2c(C)nc3sc(C(=O)Nc4ccc(F)cc4)c(N)c3c2-c2ccc(C)o2)c(C)c1	8%	?
CCc1ccc(-n2c(=O)c3cccnc3n2CC(=O)Nc2ccccc2C(F)(F)F)cc1	4%	-14%
Cc1cc(C(F)F)n2nc(C(=O)Nc3c(C)cccc3C)nc2n1	-9%	-11%
COc1ccc(-c2cc(C(=O)Nc3c(C(=O)c4ccc(Cl)cc4)oc4ccccc34)no2)cc1	-10%	14%
CC(C)(C)c1ccc(C(=O)Nc2onc3c2CCCC3)cc1	8%	?
CC1Cc2cc(S(=O)(=O)CCC(=O)NCc3ccc(Cl)cc3)ccc2N1C(=O)C1CC1 (centres undefined)	-4%	1%
COc1ccc2nc(NC(=O)c3nc(S(=O)(=O)Cc4ccccc4)ncc3Cl)sc2c1	19%	27%
COc1ccc(C(=O)Nc2ccc(C(=O)OCc3cc(=O)n4nc(C(C)C)sc4n3)cc2)cc1	-15%	0%
Cc1c(Cl)cccc1-n1ncc(C(=O)N2CCN(c3ncccn3)CC2)c1C1CCN(C(=O)OC(C)(C)C)CC1	9%	6%
CCCN(CCC)CCNC(=O)Cn1cnc2sc(C)c(S(=O)(=O)N3CCN(c4ccccc4OC)CC3)c2c1=O	-5%	-8%
CC(=O)Nc1nonc1-c1nnc(SCC(=O)Nc2cccc(F)c2)n1-c1ccccc1	-1%	-8%
Cc1cc(-c2ccc(C)c(S(=O)(=O)N3CCC(C)CC3)c2)on1	0%	?
CCc1ccc(OCCSc2nc(-c3cccc(C)c3)nc3cc(=O)[nH]n23)cc1	-14%	8%
O=C(Nc1c(C(=O)Nc2cccc(C(F)(F)F)c2)oc2ccccc12)c1cc(=O)c2ccccc2o1	2%	-23%
O=C(Cn1cc(SCc2ccc(Br)cc2)c2ccccc21)N1CCCCC1	4%	35%
COc1ccc(NC(=O)c2cc3c(=O)n(C)c4ccccc4c3s2)cc1Cl	-26%	-12%
COc1ccc(N2CCN(c3ccc(-c4nc(-c5ccccc5C)no4)cc3[N+](=O)[O-])CC2)cc1	-15%	-1%
Cc1cccc(-c2noc(CN(C(=O)COc3ccc(C(C)C)cc3)C(C)C)n2)c1	-6%	22%
O=C1c2[nH]nc(-c3ccccc3O)c2C(c2ccc(Cl)cc2)N1CCc1ccccc1 (centres undefined)	-8%	44%
Cc1ccc(N(C)C(=O)Cn2ncc3c([nH]c4ccccc43)c2=O)cc1C	3%	-8%
COc1cc(-c2ccno2)ccc1S(=O)(=O)N1CCN(c2ccc(C(C)=O)cc2)CC1	-8%	-8%
COc1ccc(N2CCN(C(=O)c3c4c(nc5ccccc35)C(=O)N(C3CCCCC3)C4)CC2)cc1	-10%	1%

Other records:
SMILES	Abeta yeast res	FUS suppressor
O=C(c1cc(-c2cccc(Cl)c2)on1)N1CCCCC1	-15%	23%
Cc1cccc(-n2ncc(C(=O)N3CCN(c4ccc(C)cc4C)CC3)c2C2CCN(C(=O)OC(C)(C)C)CC2)c1	-19%	4%
CC(C)CCNC(=O)c1ccc2nc(Cc3ccccc3)oc2c1	0%	8%
CCc1ccccc1NC(=O)CCn1cccn1	-9%	-1%
COc1ccc(-c2nc3ccccc3o2)cc1NC(=O)C(C)Oc1ccc(Cl)cc1Cl (centres undefined)	-10%	2%
CCCCN(C)CCCNC(=O)Cn1ncc2c3ccccc3n(Cc3ccccc3)c2c1=O	-13%	-7%
COc1cccc(CCNC(=O)c2c(O)nc3ccccn3c2=O)c1	-25%	2%
CCc1cccc(C)c1NS(=O)(=O)c1cc(-c2cc(C)no2)ccc1C	0%	8%
CCc1ccccc1NC(=O)c1noc2c1CC(C(C)(C)C)CC2 (centres undefined)	8%	13%
CC(C)CSc1oc(-c2ccco2)nc1S(=O)(=O)c1ccc(Br)cc1	2%	24%
CC1CCN(C(=O)Cn2cc(SCC(=O)NCc3ccccc3)c3ccccc32)CC1	-12%	5%
COC(=O)c1cc(C)nc2c1c(=O)nc(SCc1cccc(C)c1)n2C1CC1	-7%	-10%
COc1ccccc1NC(=O)c1c(-c2ccc(C)cc2)nnc2ccccc12	-10%	24%
CC(=O)Nc1nonc1-c1nnc(SCc2cccc(Br)c2)n1C	-9%	-5%
COc1ccc(Cn2c(SCc3ccc(C(=O)NCc4ccccc4F)cc3)nc3cccnc32)cc1	-2%	-6%
Cc1ccc(O)c(C(CC(=O)NCC2(c3ccccc3)CCCC2)c2ccccc2)c1 (centres undefined)	-7%	-3%
Cn1c2ccccc2c2cnn(CC(=O)Nc3ccccc3C(F)(F)F)c(=O)c21	-8%	-14%
CCCCN(CC)CCNC(=O)CN1C(=O)COc2ccc(S(=O)(=O)N3CCOCC3)cc21	-23%	-15%
CCc1ccccc1NS(=O)(=O)c1ccc2[nH]cc(C(=O)N(CC(C)C)CC(C)C)c(=O)c2c1	8%	?
CCCS(=O)(=O)N1CCC(C(=O)NCCOC)CC1	-12%	-29%
CCOC(=O)C1CCN(C(=O)C2CCN(c3nnc(C)c4c(C)n(-c5ccccc5)nc34)CC2)CC1	-8%	17%
COc1ccccc1C(=O)Nc1ccc2nc(N3CCC(C)CC3)cc(C)c2c1	0%	3%
Cc1ccc2nc(N(Cc3cccnc3)C(=O)c3ccco3)sc2c1	1%	2%
CSc1ccc(CNC(=O)c2cc3c(=O)n(Cc4ccco4)ccc3nc2C)cc1	2%	45%
CCc1cccc(C)c1NC(=O)CSc1n[nH]c(-c2ccccc2)n1	7%	-5%
CCOC(=O)c1c(C)[nH]c(C)c1S(=O)(=O)NCC(=O)N(C)c1ccc(C)c(C)c1	-12%	-22%
CC1=C(C(=O)Nc2ccc(C)cc2C)C(c2ccc([N+](=O)[O-])cc2)n2ncc(C(=O)Nc3ccc(F)cc3)c2N1 (centres undefined)	-3%	19%
CCOc1cc(C(=O)Nc2ccc(S(=O)(=O)Nc3cc(OC)nc(OC)n3)cc2)cc(OCC)c1OCC	5%	18%
CN1CCN(C(=O)c2ccc3c(c2)N(Cc2c(F)cccc2Cl)C(=O)c2ccccc2S3)CC1	-12%	30%
Cc1ccc(NC(=O)CSc2nccn2C2CCCC2)cc1Cl	16%	12%

An excerpt of these results, with values under each structure.
Fields – Abeta yeast res	FUS suppressor
> COc1ccc(Cn2c(SCc3ccc(C(=O)NCc4ccccc4F)cc3)nc3cccnc32)cc1
 : -2%	-6%
> Cc1ccc(O)c(C(CC(=O)NCC2(c3ccccc3)CCCC2)c2ccccc2)c1 (centres undefined)
 : -7%	-3%
> Cn1c2ccccc2c2cnn(CC(=O)Nc3ccccc3C(F)(F)F)c(=O)c21
 : -8%	-14%
> CCCCN(CC)CCNC(=O)CN1C(=O)COc2ccc(S(=O)(=O)N3CCOCC3)cc21
 : -23%	-15%
> CCc1ccccc1NS(=O)(=O)c1ccc2[nH]cc(C(=O)N(CC(C)C)CC(C)C)c(=O)c2c1
 : 8%	?
> CCCS(=O)(=O)N1CCC(C(=O)NCCOC)CC1
 : -12%	-29%
> CCOC(=O)C1CCN(C(=O)C2CCN(c3nnc(C)c4c(C)n(-c5ccccc5)nc34)CC2)CC1
 : -8%	17%
> COc1ccccc1C(=O)Nc1ccc2nc(N3CCC(C)CC3)cc(C)c2c1
 : 0%	3%
> Cc1ccc2nc(N(Cc3cccnc3)C(=O)c3ccco3)sc2c1
 : 1%	2%
> CSc1ccc(CNC(=O)c2cc3c(=O)n(Cc4ccco4)ccc3nc2C)cc1
 : 2%	45%
> CCc1cccc(C)c1NC(=O)CSc1n[nH]c(-c2ccccc2)n1
 : 7%	-5%
> CCOC(=O)c1c(C)[nH]c(C)c1S(=O)(=O)NCC(=O)N(C)c1ccc(C)c(C)c1
 : -12%	-22%
> CC1=C(C(=O)Nc2ccc(C)cc2C)C(c2ccc([N+](=O)[O-])cc2)n2ncc(C(=O)Nc3ccc(F)cc3)c2N1 (centres undefined)
 : -3%	19%

Following part:
SMILES	Abeta yeast res	FUS suppressor
Cc1ccc(-c2nnn3c2nc(N2CCC(C)CC2)c2ccccc23)cc1	5%	-22%
Cc1ccc(Cl)cc1NC(=O)CN1C(=O)c2ccccc2Sc2ncccc21	-17%	?
COc1cccc(NC(=O)CSc2nc(C)c(Cc3ccccc3)c(=O)[nH]2)c1	12%	-17%
COc1ccc(C(CNC(=O)c2cccc([N+](=O)[O-])c2)N2CCOCC2)cc1 (centres undefined)	-21%	11%
COc1ccc(-c2nc3scc(CCNS(=O)(=O)c4ccccc4F)n3n2)cc1	7%	23%
CNC(=O)C1CCC(Cn2c(=O)c3sccc3n(CC(=O)Nc3ccc(C)cc3C)c2=O)CC1 (centres undefined)	-17%	6%
Cc1oc2ccc(O)c(CN3CCCC3)c2c1C(=O)Nc1ccccc1	-2%	17%
COc1ccccc1NC(=O)c1ccc2c(Cl)c3c(nc2c1)CCCC3	-2%	-36%
COc1ccc(Cc2nc3ccc(C(=O)NCCCN4CCN(C)CC4)cc3o2)cc1	9%	11%
CCOC(=O)C1CCCN(Cc2cn3c(-c4cccc(Br)c4)nnc3s2)C1 (centres undefined)	1%	-19%
Cc1ccc(-n2nc(C)c3c(C(=O)NCc4ccccc4)cc(C4CC4)nc32)cc1	-18%	-17%
COc1ccc2oc(-c3cccc(NC(=O)c4ccc(C#N)cc4F)c3)nc2c1	-13%	-13%
COc1ccc(N2CCN(S(=O)(=O)CCNC(=O)C(c3ccccc3)c3ccccc3)CC2)cc1	-5%	19%
COc1ccccc1OCCn1c(COc2cc(C)ccc2C)nc2ccccc21	-9%	7%
COc1ccccc1NC(=O)c1sc2nc(C)c(C(=O)Nc3ccc(C)cc3C)c(-c3ccc(C)o3)c2c1N	6%	?
COc1ccc(Nc2nnc(-c3ccc(C)c(S(=O)(=O)N4CCOCC4)c3)c3ccccc23)cc1	3%	8%
O=C(Cn1ccc2cc(S(=O)(=O)N3CCCCCC3)ccc21)NCc1cccc(Cl)c1	-12%	-4%
COc1cc2c(=O)c(C(=O)c3ccc(C)c(C)c3)cn(Cc3ccccc3)c2cc1OC	-24%	-3%
CCC(O)c1cc2c(cc1NC(=O)c1cccc(Br)c1)OCCO2 (centres undefined)	-11%	-3%
CCN1C(=O)c2ccccc2Sc2ccc(NC(=O)Nc3ccc(Br)c(C)c3)cc21	3%	29%
COc1cc(C2c3c(-c4cc(C)ccc4O)n[nH]c3C(=O)N2Cc2ccco2)cc(OC)c1OC (centres undefined)	-12%	28%

Source: PubChem BioAssay
